Screening data as filed in PubChem BioAssay.
HDAC3 inh = HDAC3 deacetylase inhibitors, primary screen, biochemical, fluorescence, cell-free homogeneous; Histone deacetylase 3 (Homo sapiens), O15379; recombinant HDAC3, fluorogenic peptide/trypsin coupled; inhibition, % at 8.3 µM; 320,000 compounds, 0.15% hits; AID 2718, 2010; in the data active = inhibition above about 26%, passing the limit was not always enough
Target sequence (O15379 whole entry, looked up): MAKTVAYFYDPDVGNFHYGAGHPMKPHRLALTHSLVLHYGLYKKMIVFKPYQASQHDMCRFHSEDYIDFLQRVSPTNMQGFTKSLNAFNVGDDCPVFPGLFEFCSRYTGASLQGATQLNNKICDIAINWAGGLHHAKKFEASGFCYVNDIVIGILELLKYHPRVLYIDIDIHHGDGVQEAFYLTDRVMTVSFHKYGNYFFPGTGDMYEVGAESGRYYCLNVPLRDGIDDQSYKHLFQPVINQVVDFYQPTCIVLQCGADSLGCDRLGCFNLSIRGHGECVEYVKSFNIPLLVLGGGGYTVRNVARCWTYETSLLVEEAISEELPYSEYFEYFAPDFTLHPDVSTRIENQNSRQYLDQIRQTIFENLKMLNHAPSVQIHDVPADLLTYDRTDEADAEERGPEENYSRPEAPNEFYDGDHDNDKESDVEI
GSK3 alpha inh = blockers of GSK3A enzyme activity – biochemical, luminescence, cell-free homogeneous, HTS, primary screen; inhibition, % at 10 µM; 320,000 compounds, 0.1% hits; AID 2650, 2010; GSK-3 alpha kinase, ADP-Glo luminescence, 60 min;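 in the data active = inhibition above about 50%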;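 also: GST-tagged GSK-3 alpha with peptide substrate and 25 µM ATP; 0% = DMSO neutral wells and 100% = GW8510 positive control wells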
KCNK3 inh = human KCNK3 channel inhibitors, primary screen, CHO cells, FluxOR thallium flux, B-score; B-score at 10 µM; AID 602410, 2012; FluxOR fluorescence; stronger effect = lower value; 340,000 compounds, 0.84% hits; Potassium channel subfamily K member 3 (Homo sapiens), O14649;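 active = B-score under library mean minus 4 SD, starting fluorescence ratio at most library mean plus 5 SD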;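 also: more negative B-score means stronger inhibition of thallium flux through KCNK3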
Target sequence (O14649 whole entry, looked up): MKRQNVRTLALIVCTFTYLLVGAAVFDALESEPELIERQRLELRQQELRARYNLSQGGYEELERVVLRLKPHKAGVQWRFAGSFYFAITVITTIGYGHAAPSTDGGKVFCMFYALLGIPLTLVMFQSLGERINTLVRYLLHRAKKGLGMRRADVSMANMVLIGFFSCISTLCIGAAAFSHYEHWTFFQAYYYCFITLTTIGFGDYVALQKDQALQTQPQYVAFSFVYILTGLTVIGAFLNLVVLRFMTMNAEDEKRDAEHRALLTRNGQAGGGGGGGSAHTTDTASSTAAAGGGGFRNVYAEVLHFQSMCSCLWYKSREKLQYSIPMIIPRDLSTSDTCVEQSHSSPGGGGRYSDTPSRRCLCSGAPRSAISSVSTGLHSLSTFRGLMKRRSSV
DYRK1A inh = rat Dyrk1A kinase inhibitors, primary screen, biochemical, single point, plate reader | inhibition, % at 12.5 µM | Dual specificity tyrosine-phosphorylation-regulated kinase 1A (Rattus norvegicus), Q63470 | 310,000 compounds, 0.43% hits | ADP-Glo luminescence, NFATc1 peptide; in the data active = inhibition above about 50%;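 also: plate controls were vehicle with enzyme for no effect and no enzyme for full effect; many of its hits are not listed in these tables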
Numbers without * were called inactive; i = inactive. The list is partial; the hit share may differ from the screen's.

Compound	HDAC3 inh	GSK3 alpha inh	KCNK3 inh	DYRK1A inh
C[C@@H]1CN([C@@H](C)CO)C(=O)c2cc(NC(=O)CCC(F)(F)F)ccc2O[C@H]1CN(C)S(=O)(=O)c1ccc(Cl)cc1	7	-4	i	5
CCC1(c2ccc(C)cc2)NC(=O)N(C(C)C(=O)Nc2ccc(N3CCOCC3)cc2)C1=O (configuration not stated)	6	-6	i	0
COc1cc(C)c(NC(=O)c2cccc(S(=O)(=O)N3CCCC3)c2)cc1OC	-1	-1	i	4
COc1ccc(S(=O)(=O)N(C)C)cc1NC(=O)COC(=O)C1CC1	2	-5	i	-1
C[C@H](CO)N1C[C@H](C)[C@@H](CN(C)Cc2ccc(Oc3ccccc3)cc2)Oc2c(NS(=O)(=O)c3cn(C)cn3)cccc2C1=O	0	-4	i	-17
CCC1(c2ccccc2)NC(=O)N(CC(=O)NC2CCCCCC2)C1=O (configuration not stated)	2	-5	i	0
COc1cc2c(cc1OC)C(c1ccccc1O)N(C1CC(=O)N(c3ccccc3)C1=O)CC2 (configuration not stated)	8	1	i	-3
COc1ccc(C(=O)OCC(=O)N(C)C2CCS(=O)(=O)C2)cc1Br (configuration not stated)	2	0	i	-3
CCN1C(=O)[C@H]2[C@@H](c3ccc(-c4cccc(Cl)c4)c(OC)c3)N3CCCC[C@@]3(C(=O)OC)[C@H]2C1=O	-1	-2	i	4
O=C(c1ccc(F)cc1)N1CCC(C(=O)N(Cc2ccccc2)c2ccccc2)CC1	-5	0	i	1
CC(C)(C)OC(=O)C[C@H]1C/C=C\C[C@@H](CC(=O)N[C@H](CO)Cc2ccccc2)C(=O)NC[C@@H](c2ccccc2)OC1=O	1	-1	i	0
CC1CCCCC12NC(=O)N(CC(=O)OCc1ccc(Br)cc1)C2=O (configuration not stated)	-3	20	i	-3
O=C(O)CCC(=O)Nc1ccc(-c2csc(Nc3cccc4ccccc34)n2)cc1	-4	-3	i	-1
Cc1cccc(C)c1NC(=O)CNC(=O)COC(=O)c1ccc(Cl)s1	0	1	i	2
O=C(COC(=O)CNC(=O)c1ccccc1Cl)Nc1ccccc1Cl	-1	3	i	3
O=C(NCCCN1CCCC1=O)c1ccc(Cl)c(S(=O)(=O)N2CCCCC2)c1	-2	-4	i	3
CCN(CC(=O)Nc1c(F)cccc1F)C(=O)C1CC(=O)N(CCc2ccc(OC)c(OC)c2)C1 (configuration not stated)	-1	-1	i	-2
CCCn1c(C)cc(/C=C(\C#N)C(=O)OCC(=O)Nc2cccc(S(N)(=O)=O)c2)c1C	-2	4	i	7
Cc1ccc(S(=O)(=O)Nc2ccc3c(c2)CC(=O)N([C@H](C)CO)C[C@H](C)[C@H](CN(C)Cc2ccc4c(c2)OCO4)O3)cc1	1	-4	i	11
CCN(CC)C(=O)OCc1c(-c2ccccc2)ncc2ccccc12	-1	-3	i	-1
C[C@H](NC(=O)c1[nH]cnc1C(=O)Nc1ccc(Cl)cc1)c1ccccc1	1	-1	i	10
Cc1ccccc1-n1c(SCC(=O)c2c(N)n(C3CC3)c(=O)[nH]c2=O)nnc1N1CCOCC1	7	1	i	7
O=C(C[C@H]1C/C=C/CC[C@H](Cc2ccc(F)cc2)C(=O)O[C@H](c2ccccc2)CNC1=O)NCCO	-4	-4	i	-5
O=C(OCC#CCSc1nnc(-c2cccc3ccccc23)o1)c1ccc(Cl)cc1	3	5	i	6
O=C(COc1ccccc1[N+](=O)[O-])NCC1(N2CCOCC2)CCCCC1	3	-3	i	1
CC1(C)Cc2c(C#N)c(N3CCN(C(=O)c4ccccc4)CC3)nc(-c3ccco3)c2CS1	5	-9	i	17
Cc1cc(NC(=O)CSc2n[nH]c(-c3ccc(Cl)cc3Cl)n2)no1	8	-6	i	-1
COc1ccccc1NC(=O)CSC1=NCCN1	0	1	i	-2
O=C(Cc1cccs1)Nc1ccc(S(=O)(=O)Nc2ncccn2)cc1	5	-5	i	2
COc1ccc(S(=O)(=O)N2CCOCC2)cc1NC(=O)CN1C(=O)NC(C)(C2CC2)C1=O (configuration not stated)	4	-1	i	-2
O=C(COc1ccc(Br)cc1)OCC(=O)N1CCOCC1	-3	-2	i	3
Cc1cc(NC(=O)CSc2[nH]c(=O)cc(C(F)(F)F)c2C#N)no1	12	0	i	3
CC(=O)c1cccc(NC(=O)CNC(=O)Cc2cccc3ccccc23)c1	2	-3	i	4
Nc1nc(Nc2ccc(Cl)cc2Cl)nc(C(F)(F)F)n1	7	1	i	3
CS(=O)(=O)c1ccc(C(=O)NNC(=O)c2cc(-c3ccccc3)n[nH]2)cc1	-2	1	i	8
COCCN=C(NS(=O)(=O)c1cccs1)c1ccccc1Cl	-1	0	i	-5
O=C(c1cc(Cl)nc2ccccc12)N1CCN(Cc2ccc3c(c2)OCO3)CC1	2	-1	i	6
CCc1ccc([C@@H]2CC=C(C(=O)O)[C@H](c3cccc(Cl)c3)N2S(=O)(=O)c2ccc(C)cc2)cc1	3	-3	i	-6
CCc1nnc(NC(=O)c2oc3ccc(Br)cc3c2C)s1	5	-2	i	12
C=CCC[C@@H](Cc1ccc(F)cc1)C(=O)OC[C@H]1CCCN1C(=O)[C@@H](CC=C)CC(=O)N[C@H](CO)Cc1ccccc1	7	-2	i	0
Cc1noc(NS(=O)(=O)c2ccc(NC(=O)c3ccc(N(C)C)cc3)cc2)c1C	5	-4	i	-2
COCCn1c(=S)[nH]c2cc(C(=O)N3CCN(Cc4ccc5c(c4)OCO5)CC3)ccc2c1=O	-9	7	i	-10
CCC(C)c1ccccc1N1CC(C(=O)NCCCn2nc(C)cc2C)CC1=O (configuration not stated)	2	-2	i	-4
Cn1c(=O)oc2cc(S(=O)(=O)N3CCCC(C(=O)NCCN4CCOCC4)C3)ccc21 (configuration not stated)	2	0	i	-1
CC1(C)C(=O)Nc2ccccc2N1C(=O)COc1ccc(C#N)cc1	-7	-1	i	-2
CCC(c1nnc(SCC(=O)NC23CC4CC(CC(C4)C2)C3)o1)N(C)C (configuration not stated)	3	0	i	-4
CC(C)(C)OC(=O)CNC(=O)c1[nH]cnc1C(=O)NC1CCNCC1	-2	21	i	5
Nc1c(Cl)cc(C2=NCCn3nc4cc([N+](=O)[O-])ccc4c32)cc1Cl	3	1	i	10
CN(C(=O)c1ccc(NC(=O)Cc2ccc(NC(=O)C3CCN(C(=O)c4ccccc4)CC3)cc2)cc1)C1CC1	-9	1	i	9
COc1cc(/C=C/C(=O)OCC(=O)Nc2cc(S(=O)(=O)N3CCOCC3)ccc2Cl)cc(OC)c1OC	-2	-1	i	-8

Entries of single compounds from above.
COCCn1c(=S)[nH]c2cc(C(=O)N3CCN(Cc4ccc5c(c4)OCO5)CC3)ccc2c1=O in the list: HDAC3 inh: -9; GSK3 alpha inh: 7; KCNK3 inh: i; DYRK1A inh: -10
CC1(C)Cc2c(C#N)c(N3CCN(C(=O)c4ccccc4)CC3)nc(-c3ccco3)c2CS1 in the list: HDAC3 inh: 5; GSK3 alpha inh: -9; KCNK3 inh: i; DYRK1A inh: 17
CC(=O)c1cccc(NC(=O)CNC(=O)Cc2cccc3ccccc23)c1 in the list: HDAC3 inh: 2; GSK3 alpha inh: -3; KCNK3 inh: i; DYRK1A inh: 4

Next results follow:
Compound	HDAC3 inh	GSK3 alpha inh	KCNK3 inh	DYRK1A inh
COc1ccc(CC(=O)Nc2ccc(S(=O)(=O)N3CCCC3)cc2)cc1OC	-11	-1	i	-1
CCN(C(=O)CSc1nnc(-c2ccc(OC)cc2)n1C(C)C)C1CCS(=O)(=O)C1 (configuration not stated)	-15	-1	i	-3
O=C(COC(=O)c1ccc(O)cc1)c1ccc(S(=O)(=O)N2CCCCC2)cc1	-7	6	i	-2
CCCNC(=O)C(Cc1cccc(C#N)c1)NC(=O)c1cccc([N+](=O)[O-])c1 (configuration not stated)	1	-8	i	4
COc1ccc(-c2oc(=O)c3cc(OC)c(OC)cc3c2/C=C/c2cccc([N+](=O)[O-])c2)cc1	1	-3	i	-3
COc1ccc(CC(=O)OCC(=O)c2c(N)n(C)c(=O)n(C)c2=O)cc1OC	-3	1	i	3
CC(C)NC(=O)N(C)C[C@H]1Oc2ccc(NS(=O)(=O)c3ccc(Cl)cc3)cc2CC(=O)N([C@@H](C)CO)C[C@@H]1C	1	-2	i	-14
CCOC(=O)c1c(C)[nH]c(C)c1C(=O)COC(=O)/C=C/c1ccco1	12	-1	i	-6
Cc1cc(C)c(OCC(=O)NCC2COc3ccccc3O2)c(C)c1 (configuration not stated)	9	8	i	8
O=C(Cn1nnc(-c2ccccc2)n1)NC(=O)NC1CCCC1	-1	-1	i	-2
N#CCCN(C(=O)COC(=O)/C=C/c1cccs1)c1ccccc1	-10	-4	i	3
CC(C)Oc1cc2ccccc2cc1CNC[C@H]1O[C@@H](n2cnc3c(N)ncnc32)[C@H](O)[C@@H]1O	0	0	i	-2
CC(C)CN(C(=O)COc1ccc([N+](=O)[O-])cc1)c1c(N)n(CC(C)C)c(=O)[nH]c1=O	3	0	i	0
N#CC1(NC(=O)COC(=O)C2=COCCO2)CCCCC1	7	-2	i	-1
COc1ccc(S(=O)(=O)N2CCN(C(=O)CCNC(=O)c3ccccc3Cl)CC2)cc1	-6	1	i	-3
Cc1cccc(OCC(=O)N(C)c2c(N)n(Cc3ccccc3)c(=O)[nH]c2=O)c1C	-1	-7	i	1
COC(=O)C1CCN(CC(=O)N(C)c2c(N)n(Cc3ccccc3)c(=O)[nH]c2=O)CC1	3	3	i	0
O=C(NC1CCCCC1)c1n[nH]c2c1CC(c1ccccc1)CC2 (configuration not stated)	4	-2	i	0
Cc1cc(NCCCn2ccnc2)n2ncc(-c3ccccc3)c2n1	-1	13	i	48
O=S(=O)(Nc1cc(S(=O)(=O)N2CCOCC2)ccc1NCC1CCCO1)c1ccc(F)cc1 (configuration not stated)	5	-4	i	-6
O=C(Cc1cccc(NC(=O)C2CCN(C(=O)CCc3ccccc3)CC2)c1)Nc1cccc(C(=O)N2CCCC2)c1	9	-1	i	4
O=C(O)C1CCCCC1C(=O)Nc1cccc(Br)c1 (configuration not stated)	-6	-2	i	13
CCOC(=O)c1ccccc1NC(=O)COC(=O)CCC1CCCC1	-3	-1	i	0
CN(C)C1=NC[C@H](Cc2ccccc2)N1CC1CCCCCC1	-8	3	i	-8
CC(C)NC(=O)N(C)C[C@@H]1Oc2c(NC(=O)Nc3ccccc3)cccc2C(=O)N([C@H](C)CO)C[C@H]1C	-7	2	i	-5
CCCc1cc(=O)[nH]c(SCC(=O)Nc2ccc(N3CCCCC3)cc2)n1	1	-2	i	-5
Cc1nn(CC(=O)N(C)C)c(C)c1S(=O)(=O)N1CCOCC1	12	-4	i	-1
O=c1c2c(nc3n1CCCCC3)sc1c(O)cccc12	1	8	i	49
COc1ccc(NC(=O)C2CCN(S(=O)(=O)c3cccs3)CC2)cc1OC	3	3	i	5
Cc1ccccc1-c1cc(C(=O)NCc2cccc(C(F)(F)F)c2)n(CC2CC(c3cccnc3)=NO2)n1 (configuration not stated)	25*	-1	i	1
C[C@H](CO)N1C[C@H](C)[C@@H](CN(C)Cc2ccc(Oc3ccccc3)cc2)Oc2ccc(NC(=O)Cn3cnnn3)cc2C1=O	7	-2	i	-1
CSCCC(NC(=O)c1ccccc1Cl)C(=O)N1CCCCC1 (configuration not stated)	5	-1	i	5
CC1CC(C)CN(C(=O)COC(=O)c2ccc3ccccc3n2)C1 (configuration not stated)	4	3	i	2
COc1ccc(N2CCN(C(=O)CN=C3NS(=O)(=O)C(c4ccc(C)cc4)=C3C)CC2)cc1	-6	-1	i	-8
NC1=NC(=O)/C(=C/c2ccccc2OCC(=O)Nc2ccc(F)cc2)S1	3	0	i	-2
CCN(c1ccccc1)S(=O)(=O)c1ccc(OC)c(NC(=O)C2CC2)c1	9	-2	i	1
CC(C)N(Cc1nnc(-c2ccc(Cl)cc2)o1)C(=O)c1cc2ccccc2o1	-6	-2	i	6
CN(Cc1ccccc1)C(=O)COC(=O)COc1ccc(Cl)cc1	-5	-1	i	2
CSc1ccccc1NC(=O)CN(C)C(=O)COc1cccc2cccnc12	-7	2	i	0
c1coc(CSSCc2ccco2)c1	3	-2	i	-5
Nn1c(SCC(=O)Nc2ccc3c(c2)CCC3)nnc1C1CC1	2	-1	i	-1
COc1ccc(C(=O)Nc2nc3cc(OC)c(OC)cc3c(=O)[nH]2)cc1	-1	0	i	14
O=C(Nc1ccc2c(c1)OCO2)C1CC1	-11	-1	i	2
